PMI act hi M6P: PMI (human) activation, high substrate; P34949; coupled PMI enzyme assay, resazurin fluorescence, 20 min; stronger effect = higher value; 1 = untreated enzyme, 0 = substrate-free blank; activation factor at 20 µM; 190,000 tested, 0.34% active;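 active = activation factor of 2 or more at 20 µM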
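Material: human phosphomannose isomerase with PGI, G6PDH, diaphorase coupling enzymes / Reagent: Man-6-P substrate 1.0 mM / Dosing: single compound dose of 20 µM, 1% DMSO final / Incubation: enzyme reaction with compound 20 min at room temperature / Signal: resorufin fluorescence (Ex 544/Em 590 nm) from resazurin via diaphorase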
G6PDH CS: inhibits Leuconostoc G6PDH, flagging false hits in G6PDH-based assays; Purified L. mesenteroides G6PDH, diaphorase/resazurin coupled fluorescence, 45 min; inhibition, % at 5 µM; 200,000 tested, 0.12% active; AID 1020; in the data active = inhibition above about 50%
Diaphorase act: activates diaphorase or chemically reduces, flagging diaphorase assay artifacts; Diaphorase/resazurin coupled assay, resorufin fluorescence, 16 min; stronger effect = higher value; 1 = vehicle wells, 0 = NADH-free wells; activation factor at 20 µM; 190,000 tested, 0.005% active;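 active = diaphorase activity raised at least twofold by the compound at 20 µM; inactive = activation factor below 2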
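Material: purified diaphorase enzyme from Clostridium kluyveri / Medium: HEPES pH 7.4 buffer with MgCl2 and Tween 20 / Schedule: enzyme reaction of 16 min at room temperature / Measured by: resorufin fluorescence, excitation 544 nm, emission 590 nm / Evaluation: rise in resorufin formation, marking diaphorase activation or chemical reduction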
PPARg SRC-2 ag: agonists of SRC-2 recruitment by human PPARgamma | activation, % at 8 µM | PPARgamma LBD-SRC-2 recruitment, biochemical | AID 1032 | P37231 | 200,000 tested, 0.34% active; in the data active = activation above about 22%;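 note: 0% = vehicle and 100% = reference agonist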
Target sequence (P37231 whole entry, looked up, the tested form may be a part): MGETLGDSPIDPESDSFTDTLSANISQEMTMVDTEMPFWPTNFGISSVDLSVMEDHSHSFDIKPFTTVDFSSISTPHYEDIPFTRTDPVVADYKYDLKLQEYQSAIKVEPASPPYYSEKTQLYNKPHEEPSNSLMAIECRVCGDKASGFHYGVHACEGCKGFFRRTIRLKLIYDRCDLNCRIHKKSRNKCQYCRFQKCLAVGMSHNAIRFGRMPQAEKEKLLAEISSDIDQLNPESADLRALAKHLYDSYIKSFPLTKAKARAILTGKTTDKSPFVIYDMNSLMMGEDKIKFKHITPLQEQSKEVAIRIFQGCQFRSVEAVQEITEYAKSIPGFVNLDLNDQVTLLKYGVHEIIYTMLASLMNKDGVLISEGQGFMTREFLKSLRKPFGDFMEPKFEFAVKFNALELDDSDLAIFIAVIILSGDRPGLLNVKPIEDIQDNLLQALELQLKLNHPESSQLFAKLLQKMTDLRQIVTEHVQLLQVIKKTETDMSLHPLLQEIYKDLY
ROMK mod: human ROMK K+ channel modulation, primary screen; P48048; Tet-inducible ROMK, thallium flux fluorescence; actives lie on both sides; B-score at 10 µM; 130,000 tested, 2% active; AID 1918;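 active = signal ratio slope over the read window, or its plate-corrected B-score, at least 3 SD from the plate mean, either direction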;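 note: B-score of the F/F0 ratio slope over 7 to 12 s after thallium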
PMI act: increases human mannose-6-phosphate isomerase activity | purified human PMI, coupled resazurin fluorescence, 20 min; stronger effect = higher value; 1 = vehicle control, 0 substrate-free wells | activation factor at 20 µM | 190,000 tested, 0.005% active;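 active = activation factor of 2 or more at 20 µM, relative to plate controls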
Diaph inh CS: diaphorase inhibition or chemical oxidation counter-screen; diaphorase resazurin-to-resorufin fluorescence, NADH, 16 min; bacterial (C. kluyveri) enzyme, not human; inhibition, % at 20 µM; 190,000 tested, 0.69% active;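 active = primary screen inhibition at 20 µM above a set limit, cut at about 50% in these data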;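 note: plate controls were DMSO with full reaction for no effect and wells lacking NADH for full effect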
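System: Diaphorase enzyme from Clostridium kluyveri | Amount: Enzyme working solution with 0.14 U/mL diaphorase | Benchmarks: No-NADH positive control and DMSO neutral control | Signal: Fluorescence of resorufin formed from resazurin, Ex 544/Em 590 nm | Schedule: 16-min room-temperature incubation before reading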
SRC2 TRFRET art: flags TR-FRET format artefacts in PPARgamma SRC-2 recruitment agonist screen; TR-FRET artefact counter-screen; stronger effect = higher value; TR-FRET ratio at 8 µM; 200,000 tested, 0.4% active; AID 1049; in the data active = TR-FRET ratio above about 2000; note: inactives centre near 1500
S1P3 antag: antagonists of human S1P3 receptor; AID 485; CHO S1P3 NFAT-BLA reporter, FRET fluorescence, antagonist mode; Q99500; inhibition, % at 4.98 µM; 170,000 tested, 0.27% active;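 active = inhibition above the plate cutoff, the mean inhibition of test wells on that plate plus 3 SD, cut at about 28% in these data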;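 note: cells challenged with S1P at its EC80 of 0.8 µM; blue over green emission ratio from cleaved BLA substrate after 4 h stimulation; 0% = S1P-stimulated wells and 100% = unstimulated DMSO-only wells; some compounds past the cut are filed as inactive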
Target sequence (Q99500 whole entry, looked up): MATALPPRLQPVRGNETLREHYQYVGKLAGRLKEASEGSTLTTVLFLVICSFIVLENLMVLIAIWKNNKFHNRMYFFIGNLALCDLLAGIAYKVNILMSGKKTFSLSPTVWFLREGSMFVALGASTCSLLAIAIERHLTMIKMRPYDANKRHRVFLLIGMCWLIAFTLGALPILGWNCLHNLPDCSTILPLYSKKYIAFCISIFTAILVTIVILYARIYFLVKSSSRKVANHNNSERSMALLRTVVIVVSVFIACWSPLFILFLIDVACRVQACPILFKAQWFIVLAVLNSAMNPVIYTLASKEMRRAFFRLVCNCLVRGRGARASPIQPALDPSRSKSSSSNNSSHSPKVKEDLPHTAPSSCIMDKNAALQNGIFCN
PPARg SRC1 recr: PPARgamma-driven SRC-1 recruitment agonism; PPARgamma-SRC-1 coactivator recruitment biochemical assay; 200,000 tested, 0.41% active; AID 631; activation, % at 8 µM; P37231; in the data active = activation above about 19%;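 note: 0% = DMSO and 100% = reference agonist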
PPARg SRC3 recr: PPARgamma-driven SRC-3 recruitment agonism; biochemical PPARgamma/SRC-3 coactivator recruitment assay; P37231; 200,000 tested, 0.26% active; activation, % at 8 µM; in the data active = activation above about 23%;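 note: 0% = DMSO and 100% = reference agonist; some compounds past the cut are filed as inactive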
* = called active by the depositor; nt = no result given.

SMILES | PMI act hi M6P | G6PDH CS | Diaphorase act | PPARg SRC-2 ag | ROMK mod | PMI act | Diaph inh CS | SRC2 TRFRET art | S1P3 antag | PPARg SRC1 recr | PPARg SRC3 recr
CC(=O)OC(C)(C)C#CCN1CCCC1 | 1 | -4 | 0.8 | -5 | 0.84 | 1 | 17 | 1428 | nt | 1 | -5
CCOc1ccc(C(=O)NCC(=O)OCc2cc(C(C)=O)ccc2OC)cc1 | 1.1 | -21 | 0.9 | -3 | nt | 1 | 6 | 1684 | 7 | 1 | 0
COc1ccc(C(=O)Nc2nc(C)c(C)s2)cc1OC | 1.5 | 1 | 1 | -3 | nt | 1.1 | -4 | 1471 | nt | 1 | -13
CC(C)NC(=O)NC(=O)COC(=O)c1ccc([N+](=O)[O-])cc1Cl | 1 | -4 | 1 | 1 | 0.065 | 1.1 | 2 | 1723 | 2 | 3 | -2
CCC(=O)c1ccc(N2CCN(S(=O)(=O)c3ccccc3)CC2)c(F)c1 | 1.1 | 14 | 0.8 | 0 | 0.44 | 1.1 | 23 | 1679 | -16 | 5 | 3
COC(=O)C1=C(C)NC(=O)NC1c1ccc(N2CCC(c3ccccc3)=N2)cc1 (centres undefined) | 0.9 | -1 | 0.8 | 5 | 0.54 | 0.9 | 23 | 1518 | -23 | 11 | 3
Cc1ccc(C(=O)OCC(=O)c2c[nH]c3ccccc23)cc1 | 1.1 | 10 | 0.9 | 11 | -0.35 | 1.1 | 10 | 1628 | -1 | 6 | 3
COCCNC(=O)C(c1ccc(C)o1)N(C(=O)Cn1nnc2ccccc21)c1ccccc1 (centres undefined) | 0.9 | 4 | 0.9 | -9 | 0.45 | 0.9 | 9 | 1461 | -20 | -4 | -2
O=C(c1ccc(COc2c(F)c(F)c(F)c(F)c2F)o1)N1CCN(Cc2ccc3c(c2)OCO3)CC1 | 1.2 | 3 | 0.8 | -6 | -1.3 | 1.2 | 17 | 1372 | nt | -6 | 5
CN(Cc1ccccc1)C(=O)c1cccc(NC(=O)c2ccco2)c1 | 0.9 | 10 | 0.9 | -9 | -0.069 | 0.9 | 10 | 1584 | -8 | -3 | 12
CCC(C)c1ccccc1OCCCCN1CCCC1 (centres undefined) | 1.1 | -1 | 0.9 | -4 | -0.064 | 1.1 | 7 | 1387 | 0 | 4 | 0
COc1ccc(OC)c(/C=N/NC(=O)CNC(=O)c2ccc(S(=O)(=O)N3CCCC3)cc2)c1 | 1.2 | -11 | 1.1 | 3 | -0.97 | 1.1 | -14 | 1619 | 6 | -6 | 1
O=C(CNc1ccccc1)NN=C1CCCC1 | 1 | -3 | 0.9 | 0 | 0.6 | 0.9 | 15 | 1594 | -22 | -2 | 2
CCn1c(COc2ccc(C)cc2)nnc1SCc1nc2ccccc2[nH]1 | 0.9 | 1 | 0.9 | -7 | nt | 0.9 | 12 | 1541 | nt | 0 | 4
O=C(CSc1nnc2ccccn12)c1ccccc1 | 1 | 22 | 1 | 8 | nt | 0.9 | -2 | 1500 | 0 | 3 | 10

Random excerpt: four entries already listed
SMILES | PMI act hi M6P | G6PDH CS | Diaphorase act | PPARg SRC-2 ag | ROMK mod | PMI act | Diaph inh CS | SRC2 TRFRET art | S1P3 antag | PPARg SRC1 recr | PPARg SRC3 recr
O=C(CNc1ccccc1)NN=C1CCCC1 | 1 | -3 | 0.9 | 0 | 0.6 | 0.9 | 15 | 1594 | -22 | -2 | 2
COCCNC(=O)C(c1ccc(C)o1)N(C(=O)Cn1nnc2ccccc21)c1ccccc1 (centres undefined) | 0.9 | 4 | 0.9 | -9 | 0.45 | 0.9 | 9 | 1461 | -20 | -4 | -2
CCC(C)c1ccccc1OCCCCN1CCCC1 (centres undefined) | 1.1 | -1 | 0.9 | -4 | -0.064 | 1.1 | 7 | 1387 | 0 | 4 | 0
CN(Cc1ccccc1)C(=O)c1cccc(NC(=O)c2ccco2)c1 | 0.9 | 10 | 0.9 | -9 | -0.069 | 0.9 | 10 | 1584 | -8 | -3 | 12

The results go on.
SMILES | PMI act hi M6P | G6PDH CS | Diaphorase act | PPARg SRC-2 ag | ROMK mod | PMI act | Diaph inh CS | SRC2 TRFRET art | S1P3 antag | PPARg SRC1 recr | PPARg SRC3 recr
Cc1ccc(C)c(NC(=S)c2nc3ccccc3s2)c1 | 1 | -7 | 1 | 3 | nt | 0.9 | 4 | 1668 | 1 | -1 | -1
O=C(COC(=O)COc1ccccc1Cc1ccccc1)Nc1cccnc1Cl | 1 | 1 | 0.9 | -7 | 0.79 | 1 | 6 | 1654 | -10 | 0 | 1
Cc1ccccc1C(=O)NC1CCN(C(=O)Nc2ccccc2Cl)CC1 | 1 | 0 | 1 | 4 | 0.36 | 0.9 | -2 | 1508 | -19 | 0 | 3
Cc1cc(=O)n(C(NC(=O)c2ccccc2)C(=O)c2ccccc2)cn1 (centres undefined) | 1 | 4 | 0.9 | -5 | nt | 1 | 10 | 1391 | nt | 2 | -3
N#Cc1c(-c2ccccc2)nc(N2CCCCCC2)[nH]c1=O | 1 | -3 | 1 | 10 | nt | 1 | 1 | 1507 | -9 | 10 | 10
CC(NC(=O)C(=O)N/N=C/c1ccc(Cl)cc1)c1ccccc1 (centres undefined) | 1.1 | 2 | 1 | -6 | nt | 1.1 | -1 | 1425 | -3 | -2 | 3
COc1ccc(NC(=O)c2c(C(F)(F)F)nn(C)c2SCc2ccccc2Cl)cc1 | 0.8 | 5 | 0.7 | 7 | nt | 0.8 | 26 | 1705 | nt | 6 | 9
Cc1nc2ccccc2c(=O)n1/N=C/c1cccs1 | 1.1 | 3 | 1 | -3 | 0.061 | 1.1 | 2 | 1380 | -17 | -1 | 0
O=C(NCCOc1ccccc1)c1n[nH]c(=O)c2ccccc12 | 1 | -5 | 1 | 8 | nt | 1 | 2 | 1570 | 5 | 0 | -9
Cn1c(CNC(=O)c2ccccc2F)nnc1SCC(=O)NCc1ccccc1 | 1 | 7 | 0.9 | 1 | 1.7 | 1 | 8 | 1641 | 3 | 7 | 2
c1ccc(-c2nnc(CSc3nnc(-c4ccncc4)n3Cc3ccco3)o2)cc1 | 1 | 4 | 0.8 | 3 | nt | 1.1 | 17 | 1472 | -33 | 2 | 2
CCN(CC)CCN(Cc1cc2cc(C)ccc2[nH]c1=O)C(=S)NCc1ccco1 | 1 | -8 | 0.9 | -3 | nt | 0.9 | 5 | 1487 | 5 | -5 | -7
O=C(/C=C/c1cccs1)Nc1ccc(Br)cn1 | 1 | 0 | 0.9 | -5 | nt | 0.9 | 10 | 1535 | 2 | -9 | -4
O=C(N=Nc1c(O)n(Cc2ccccc2)c2ccccc12)c1cc2ccccc2cc1O | 1.2 | -1 | 1.1 | 0 | nt | 1 | -8 | 1438 | 8 | -4 | -1
CC(=O)Nc1ccc(CN2CCN(CCc3ccccc3)C(CCO)C2)cc1 (centres undefined) | 0.9 | 12 | 0.9 | 6 | 0.22 | 0.8 | 14 | 1474 | -1 | -1 | -1
O=C(CSc1nnnn1C1CC2CCC1C2)Nc1ccnc2ccccc12 (centres undefined) | 1.1 | 13 | 0.8 | 2 | nt | 1 | 20 | 1695 | 64* | 4 | -2
Cc1ccc(NC(=O)CSc2nnc(-c3ccncc3)n2N)cc1C | 1 | 13 | 1 | 1 | -0.25 | 1.1 | -3 | 1629 | nt | -1 | 5
COc1ccc(C(=O)N2CCC(C(=O)Nc3ccc(OC)c(OC)c3)CC2)cc1 | 1 | 4 | 1 | 5 | 1.4 | 1.1 | -5 | 1638 | 6 | 7 | 11
O=C(/C=C/c1ccncc1)c1ccc(NC(=O)c2ccccc2F)cc1 | 1 | 2 | 1.1 | 9 | -1.8 | 1 | -13 | 1508 | 1 | 3 | 2
COc1ccc(Cn2nnnc2C(c2cc3cc(C)cc(C)c3[nH]c2=O)N2CCOCC2)cc1 (centres undefined) | 1.4 | -7 | 1 | -7 | -0.7 | 1.2 | 1 | 1505 | -11 | 1 | 0
O=S(=O)(N/N=C/c1ccc2c(c1)OCCO2)c1ccc(Cl)cc1 | 1 | 2 | 0.8 | 8 | 0.54 | 1 | 20 | 1442 | nt | 5 | -1
Cc1ccc(-n2nnc(-c3cccnc3Cl)n2)cc1 | 1 | 6 | 0.9 | 16 | nt | 1 | 11 | 1529 | -14 | 8 | 0
CC(=O)OCN(C#N)c1nc(N(C)C)nc(N(C)C)n1 | 1 | 1 | 1 | 7 | -0.15 | 1 | 4 | 1639 | 11 | 10 | 1
CCCS(=O)(=O)N1CCN(C(=O)COc2ccc(-c3ccccc3)cc2)CC1 | 1.1 | -2 | 0.9 | 1 | nt | 1.1 | 5 | 1561 | -43 | 1 | -2
Cc1ccc(NS(=O)(=O)c2ccc(NS(=O)(=O)c3cccs3)cc2)cc1 | 1 | 14 | 1 | -4 | 0.66 | 1 | 0 | 1569 | nt | 4 | 7
O=C(Cc1ccccc1)Nc1ccc(NC(=O)c2ccco2)nc1 | 0.9 | 0 | 0.8 | 7 | 0.31 | 0.9 | 17 | 1363 | -18 | 0 | 6
O=C(CSc1nc2ccccc2[nH]1)Nc1ccc(F)c(F)c1 | 0.9 | -25 | 0.9 | 14 | -1.6 | 0.9 | 7 | 1554 | nt | 10 | 6
CC(C)CN(C(=O)COC(=O)c1ccc(-c2ccccc2)cc1)C1CCS(=O)(=O)C1 (centres undefined) | 1 | -1 | 0.9 | -4 | 0.15 | 1 | 7 | 1434 | -1 | 6 | -1
CC1(C)c2ssc(=S)c2-c2ccccc2N1C(=O)c1ccco1 | 0.9 | 4 | 0.8 | 9 | 0.58 | 0.9 | 18 | 1397 | -4 | 4 | -5
COc1cc(C(C#N)N2CCCCC2)ccc1O (centres undefined) | 0.6 | 16 | 0.8 | 4 | 0.94 | 1 | 20 | 1437 | -26 | 11 | 7
O=C(CN1C(=O)NC2NC(=O)NC21)NN=C1CCCC1 (centres undefined) | 1.1 | -8 | 1 | 5 | -2.2 | 1 | 2 | 1506 | -3 | 5 | -1
Cc1ccccc1OCC(=O)Nc1ccccc1CO | 1 | 5 | 0.9 | -8 | -1.2 | 1.1 | 8 | 1368 | -8 | 4 | -15
Cc1ccc(S(=O)(=O)/N=C(\N)Nc2nc(C)c3ccccc3n2)cc1 | 0.9 | 11 | 0.8 | 3 | -0.23 | 0.9 | 18 | 1591 | -1 | 4 | 2
CCCCc1nnc(NC(=O)CSc2nc(=O)cc(N)n2-c2cccc(C)c2)s1 | 1.1 | 11 | 1.2 | 11 | 1.8 | 1.1 | -15 | 1557 | nt | 8 | 4
O=C(NCc1ccccn1)[C@@H]1C[C@H]1[C@@H](NP(=O)(c1ccccc1)c1ccccc1)c1ccccc1 | 0.9 | 23 | 0.9 | -3 | 0.41 | 0.9 | 10 | 1466 | 0 | 0 | 1

Compound activity as filed in PubChem BioAssay.
